# GPR55 LPI antagonism – GPR55 antagonists blocking LPI-driven arrestin recruitment, primary screen, imaging, U2OS, beta-arrestin-GFP, LPI agonist (AID 2013); G-protein coupled receptor 55 (Homo sapiens); U2OS GPR55 beta-arrestin-GFP translocation imaging, LPI antagonism; higher % means a stronger effect; inhibition, % at 10 µM; hits with a dose series show IC50 in µM; 290,000 tested, 0.13% active;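 active = spots per cell inhibited over 60%, with over 100 cells counted and total cytoplasm intensity under 500,000; inconclusive = wells with under 100 cells, flagged as likely toxic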;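 also: U2OS cells stably carrying GPR55 and arrestin-GFP stimulated by 5 µM LPI near EC80; imaged beta-arrestin-GFP aggregate spots per cell after agonist stimulation; plate controls were LPI-stimulated DMSO wells for no effect and DMSO wells without LPI for full effect; some results filed as inactive read as strong as hits; confirmed hits need IC50 under 10 µM and bright autofluorescent wells are also inconclusive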
# HIV peptide binding – inhibitors of HIV fusion peptide binding, primary screen, biochemical, uHTS, fluorescence dequenching (AID 1986). cell-free peptide binding, fluorescence dequenching, 30 min; higher % means a stronger effect. one-dose inhibition, % at 20 µM; IC50 in µM for titrated hits. 290,000 tested, 0.3% active; in the data active = inhibition mostly above about 52%, no sharp cut-off; inactive = mostly below about 76%; also: some results filed as inactive read as strong as hits
# NS5 inhibitors – Dengue-2 NS5 methyltransferase inhibitors, primary screen, biochemical, confirmation dose response (AID 588689); Genome polyprotein (Dengue virus type 2 (strain 16681-PDK53)); Dengue-2 NS5 methyltransferase capping enzyme assay, biochemical; higher % means a stronger effect; inhibition, % at 25 µM; hits with a dose series show IC50 in µM; 340,000 tested, 0.3% active; in the data active = a potency from the dose series; inconclusive = inhibition above about 29% without an active follow-up result
# NOD1 inhibition – NOD1 signaling inhibitors, primary screen, cell-based, luminescence, uHTS (AID 1578); NOD1-driven NF-kB luciferase reporter cells, luminescence; higher % means a stronger effect; inhibition, % at 4 µM; hits with a dose series show EC50 in µM; 290,000 tested, 1% active; in the data active = inhibition mostly above about 36%, no sharp cut-off; inactive = mostly below about 34%;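 also: HEK-293T reporter cells stimulated with the NOD1 agonist gamma-tri-DAP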
# West Nile virus CPE – West Nile virus antiviral activity, cell-based, CPE readout (AID 1621). West Nile virus-infected cells, CPE inhibition; higher % means a stronger effect. CPE inhibition, % at 10 µM, or IC50 in µM where a hit was titrated. 290,000 tested, 0.02% active; in the data active = a potency from the dose series; inconclusive = CPE inhibition mostly from about 3.7% at the one dose, without a potency; inactive = the rest, 99 in 100 with CPE inhibition below about 2.2%; also: strong numbers were not always called active
# GPR55 activation – GPR55 agonists via beta-arrestin recruitment, primary screen, imaging, U2OS cells, beta-arrestin-GFP redistribution (AID 1961); G-protein coupled receptor 55 (Homo sapiens); U2OS GPR55 beta-arrestin-GFP redistribution imaging; higher % means a stronger effect; activation, % at 10 µM; hits with a dose series show EC50 in µM; 290,000 tested, 0.048% active;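 active = activation above 40% with more than 50 cells counted in the well; inconclusive = wells holding fewer than 50 cells, flagged as toxic or sparse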;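 also: U2OS osteosarcoma cells stably expressing GPR55 and beta-arrestin-GFP; plate controls were DMSO negative control for no effect and LPI positive control for full effect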
# KOR beta-arrestin-1 – KOR antagonists, beta-arrestin recruitment, cell-based, luminescence, uHTS (AID 1778) | Kappa-type opioid receptor (Homo sapiens) | KOR beta-arrestin recruitment, luminescence, antagonist mode; higher % means a stronger effect | one-dose inhibition, % at 10 µM; IC50 in µM for titrated hits | 290,000 tested, 0.091% active; in the data active = inhibition above about 50%; also: strong numbers were not always called active
# GPR35 antagonists – GPR35 antagonists blocking zaprinast-driven arrestin recruitment, primary screen, imaging, U2OS, beta-arrestin-GFP, zaprinast agonist (AID 2058) | G-protein coupled receptor 35 (Homo sapiens) | U2OS GPR35 beta-arrestin-GFP translocation imaging, zaprinast antagonism; higher % means a stronger effect | inhibition, % at 10 µM; hits with a dose series show IC50 in µM | 290,000 tested, 0.052% active;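 active = inhibition of at least 50% with at least 30 cells and total cytoplasm GFP at most 10,000,000; inconclusive = under 30 cells or total GFP of 10,000,000 plus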
# KOR beta-arrestin-2 – KOR agonists, beta-arrestin recruitment, primary screen, cell-based, luminescence, uHTS (AID 1777) | 280,000 tested, 0.02% active | Kappa-type opioid receptor (Homo sapiens) | KOR beta-arrestin recruitment, luminescence; higher % means a stronger effect | one-dose activation, % at 10 µM; EC50 in µM for titrated hits; in the data active = activation above about 50%, passing the limit was not always enough; also: a part of the inactive calls stands beside numbers as strong as those of hits
# NS5 inhibitors pilot replicate – recorded beside NS5 inhibitors, whose call it bears; inhibition, %; measured here: pilot screen replicate inhibition
# Active calls of the source: *; u = inconclusive; x = no result given; [ ] = another dose, or the depositor's remark.
SMILES,GPR55 LPI antagonism,HIV peptide binding,NS5 inhibitors,NOD1 inhibition,West Nile virus CPE,GPR55 activation,KOR beta-arrestin-1,GPR35 antagonists,KOR beta-arrestin-2,others
CCOC(=O)c1nnsc1NC(C)=O,13%,2.4%,-3%,-24%,-0.4%,-0.2%,25%,0%,-3.7%,
CCOC(=O)C1CCCN(C(=O)c2cc(-c3ccccc3)on2)C1 (centres undefined),1%,-1.4%,-2%,-13%,0.0%,-0.1%,1%,14%,1.8%,
CCCCN(CCCC)CCNC(=O)c1ccc2nc(-c3ccccc3NC(C)=O)c(=O)[nH]c2c1,-8%,-1.7%,-10%,-17%,-0.5%,0.6%,11%,26%,-1.0%,
CCOC(=O)c1c(-c2ccccc2)cn2c(C)cc(C)nc12,2%,1.3%,3%,-35%,-0.7%,0.5%,-27%[20 µM],-1%,0.7%,
CC(C)CN=C(NS(=O)(=O)c1ccccc1)C(Cl)(Cl)Cl,2µM*,-1.2%,4%,34%,-1.4%,-0.1%,-9%,7%,-3.8%,
CCOc1ccccc1OCC(=O)Nc1ccc(S(=O)(=O)Nc2ncccn2)cc1,7%,4.0%,-6%,-27%,0.2%,-0.3%,-6%,4%,10%,
Cc1ccc(C(NC(=O)Nc2ccccn2)C(Cl)(Cl)Cl)cc1F (centres undefined),-6%,0.1%,1%,4%,-0.7%,-0.2%,-100%,14%,3.6%,
CC1=C(C(=O)O)N2C(=O)C(NC(=O)c3nn(C)cc3Cl)C2SC1 (centres undefined),6%,-1.7%,-3%,4%,-0.2%,0.0%,-18%,6%,-1.3%,
CC12CC3CC(C)(C1)CC(C(=O)Nc1nncs1)(C3)C2,1%,-0.2%,-8%,-7%,-0.8%,1.6%,-6%,10%,0.4%,
Brc1ccc2c(c1)CN1CCCC1=N2,5%,-0.3%,-5%,-6%,20µM*,0.0%,10%,-12%,2.3%,
Cc1cccc(NC(=O)/C(C#N)=C/c2ccccc2O)n1,7%,0.9%,-1%,-13%,-0.7%,0.5%,-12%,-4%,6.7%,
CCOC(=O)c1[nH]c2c(c1-c1ccccc1)C(=O)CC(c1ccc(OCC)cc1)C2 (centres undefined),4%,-1.8%,-6%,-25%,x,-0.3%,-11%,-4%,-2.6%,
O=c1[nH]cc(COCc2ccccc2)c(=O)[nH]1,-1%,-0.7%,2%,-12%,0.4%,0.3%,33%,-11%,-0.6%,
Cc1nc(NC(C)c2ccccc2)c2oc3ccccc3c2n1 (centres undefined),-8%,-1.5%,-5%,8%,-0.6%,-0.1%,-21%,6%,5.6%,
CCN1CCN(C(=O)c2cnn3c(C(F)F)cc(-c4ccc(C)cc4)nc23)CC1,8%,-1.6%,-6%,-18%,0.7%,-0.2%,4%,-10%,1.4%,NS5 inhibitors pilot replicate=-0.6
COc1cccc(/C=C/C(=O)OCC(=O)c2ccc3c(c2)NC(=O)CO3)c1OC,7%,1.1%,-6%,-13%,-0.8%,0.2%,-42%[20 µM],-10%,1.8%,
COc1cc(-c2nc(S(=O)(=O)c3ccc(Cl)cc3)c(N3CCOCC3)o2)cc(OC)c1OC,6%,-1.7%,-4%,2%,-0.3%,0.3%,-23%,1%,0.1%,
CCOC(=O)c1nnn(CC(=O)Nc2ccccc2)c1C(=O)OCC,-8%,0.4%,1%,-40%,0.5%,-0.2%,24%,11%,-6.6%,
CCn1c(SCC(=O)c2cccs2)nnc1-c1cccs1,4%,0.1%,-1%,-18%,-0.7%,0.7%,-10%,1%,16%,
Cc1ccc(C(=O)N/C(=C\c2ccco2)C(=O)NCCCn2ccnc2)cc1,2%,1.3%,-5%,-24%,-0.8%,-0.3%,-5%,6%,11%,
CCc1c(C)nc(N2CCN(c3ccc(Cl)cc3)CC2)[nH]c1=O,9%,0.3%,-7%,-24%,-0.6%,0.6%,-3%,18%,3.4%,
O=C1NCCN1Cc1cccc(Cl)c1,1%,0.0%,-3%,-10%,0.6%,0.4%,4%,-4%,-2.4%,
CC(=O)c1cc(Cl)ccc1OC(=O)c1ccco1,-5%,0.9%,-1%,-8%,-1.0%,-0.4%,7%,-5%,0.6%,
CN(c1nc(-c2ccccc2)cs1)C1CCS(=O)(=O)C1 (centres undefined),-8%,-2.3%,-1%,-26%,-0.2%,-0.1%,12%,14%,5.2%,
CC(C)CCOC(=O)C(C)Sc1n[nH]c(=O)[nH]c1=O (centres undefined),2%,-0.3%,-7%,-2%,-0.2%,-0.1%,25%,-4%,-1.7%,
CC(Oc1ccc(Cl)cc1Cl)C(=O)NCCC1=CCCCC1 (centres undefined),4%,0.5%,1%,9%,-0.6%,-0.3%,14%,-3%,11%,
O=C(NC(=S)Nc1ccccn1)c1cc(-c2ccccc2)nc2ccccc12,9%,-2.8%,-5%,50%,-0.9%,0.0%,-20%,0%,6.3%,
CN(C)CCN(Cc1cc2cc3c(cc2[nH]c1=O)OCCO3)C(=S)NCC1CCCO1 (centres undefined),5%,1.2%,-4%,-32%,0.1%,0.9%,-8%[20 µM],10%,-9.9%,
OC(COc1ccc(CNCCc2ccccc2F)cc1)CN1CCCCC1 (centres undefined),7%,1.8%,-5%,-31%,1.0%,-0.3%,-29%,2%,2.0%,
CCOc1cc(NC(=S)NC)c(OCC)cc1NC(=O)c1cccs1,6%,-1.2%,-4%,-4%,-0.2%,-0.1%,25%,-1%,0.5%,
COc1ccccc1CNC(=O)COc1ccc(S(=O)(=O)N2CCCC2)cc1,1%,-1.4%,5%,-21%,-0.2%,0.0%,-5%,-11%,-0.9%,
CN(C)c1oc(-c2ccco2)nc1C#N,12%,-2.0%,0%,7%,-0.3%,0.3%,-9%,6%,2.6%,
COC(=O)c1ccc(NC(=O)C2CC(=O)OC2c2ccccc2)cc1 (centres undefined),1%,0.4%,-2%,0%,0.3%,0.3%,0%,13%,6.7%,
O=C(O)c1ccccc1SCc1nc2ccccn2c1Br,4%,1.3%,1%,-18%,1.2%,0.6%,-24%[20 µM],-7%,-4.1%,
Cc1ccc(C)c(NC(=O)COC(=O)c2ccc3c(c2)OCO3)c1,0%,-0.4%,x,22%,-0.8%,-0.7%,-24%,-2%,0.8%,
Cc1cc(C)n(S(=O)(=O)c2cc(Cl)ccc2Cl)n1,33%,-1.1%,-10%,-12%,0.6%,-0.1%,-10%,10%,3.2%,
O=C(N/N=C/c1cc([N+](=O)[O-])cc(Br)c1O)C12CC3CCC(CC(C3)C1)C2,-5%,42%,16%,-4%,-0.4%,0.0%,26%,4%,-3.2%,
Cc1cccc(C)c1Nc1nnc(SC(C)C(=O)Nc2c(C)n(C)n(-c3ccccc3)c2=O)s1 (centres undefined),6%,-0.3%,-8%,-22%,0.1%,0.3%,20%,15%,9.0%,
CCn1cc(CN2CCC(n3nccc3NC(=O)c3ccccc3OC)CC2)cn1,-17%,-0.5%,-7%,29%,-0.4%,-0.1%,-16%,0%,11%,
COc1ccc(-n2cc(CN(C)CCO)c(-c3cccc(F)c3)n2)cc1,17%,-1.8%,4%,24%,0.0%,0.2%,-34%[20 µM],19%,x,
COc1cc(/C=C(/C#N)C(=O)Nc2ccccc2)ccc1OCc1ccc(C(=O)O)cc1,10%,36%,u,-8%,-0.2%,3.9%,5%,-16%,-3.4%,
CCC(C)NC(=S)N1CCN(Cc2ccc3c(c2)OCO3)CC1 (centres undefined),0%,0.1%,-3%,-18%,-0.4%,-0.1%,-8%[20 µM],0%,-4.9%,
CCOC(=O)C1(Cc2ccc(Cl)cc2)CCN(C(=O)c2cnc(C)cn2)CC1,-15%,-0.8%,-8%,6%,3.0%,0.0%,44%,15%,-2.3%,
COc1ccc(/C=C(/C(=O)Nc2ccccc2C(=O)N2CCCC2)c2ccccc2)cc1,8%,-1.3%,-8%,-22%,3.1%,-0.1%,-15%,10%,4.7%,
CNS(=O)(=O)c1cccc(C(=O)OCc2cc(=O)oc3c(C)c(O)ccc23)c1,-12%,2.2%,0%,48%,1.0%,-0.2%,-2%,4%,4.1%,
CC1(C)OC(=O)CC1C(=O)NCc1ccccc1 (centres undefined),-4%,-0.3%,-1%,-18%,0.4%,0.0%,30%,-4%,10%,
CC(C)n1cc(CN2CCN(C)C(CCO)C2)c2ccccc21 (centres undefined),13%,0.4%,-1%,3%,-0.4%,0.6%,-2%[20 µM],6%,-0.4%,
O=C(Nc1cccnc1)c1cc(Cl)ccc1Cl,0%,-0.7%,4%,-20%,0.1%,-0.2%,8%,-5%,-1.5%,
CCCN(CCC)S(=O)(=O)c1ccc(C(=O)Nc2cc3oc4ccccc4c3cc2OC)cc1,10%,2.7%,-2%,-5%,-1.6%,0.4%,7%,-5%,5.5%,
O=C(OC(C(=O)NCc1ccc(F)cc1)c1ccccc1)c1ccco1 (centres undefined),-1%,1.4%,-7%,-66%,0.0%,-0.1%,-3%,-2%,1.7%,
CCOc1nnc(C)c2c(C)n(-c3ccc(Cl)cc3)nc12,8%,-1.0%,0%,2%,-0.2%,-0.1%,-31%,1%,3.1%,
Cc1cc(C(=O)NCc2cccnc2)cs1,1%,0.4%,-6%,-14%,x,-0.1%,-16%,-11%,2.3%,
COc1cccc(CC(=O)OCC(=O)NC2CCCCCC2)c1,10%,-0.1%,1%,-12%,-0.3%,-0.1%,18%,-6%,-2.4%,
O=C(NCc1ccco1)N1c2ccccc2Sc2ccccc21,18%,-1.3%,2%,8%,-0.7%,-0.2%,-43%,19%,1.9%,
Cn1c(CS(=O)Cc2c(Cl)cccc2Cl)nnc1SCc1ccc(Cl)cc1 (centres undefined),5%,1.9%,-6%,-29%,-0.9%,0.0%,-4%,-3%,-1.8%,

# Some of these compounds in order of heavy-atom count, descending:
SMILES,GPR55 LPI antagonism,HIV peptide binding,NS5 inhibitors,NOD1 inhibition,West Nile virus CPE,GPR55 activation,KOR beta-arrestin-1,GPR35 antagonists,KOR beta-arrestin-2,others
CCCN(CCC)S(=O)(=O)c1ccc(C(=O)Nc2cc3oc4ccccc4c3cc2OC)cc1,10%,2.7%,-2%,-5%,-1.6%,0.4%,7%,-5%,5.5%,
O=C(NCc1ccco1)N1c2ccccc2Sc2ccccc21,18%,-1.3%,2%,8%,-0.7%,-0.2%,-43%,19%,1.9%,
CCOc1nnc(C)c2c(C)n(-c3ccc(Cl)cc3)nc12,8%,-1.0%,0%,2%,-0.2%,-0.1%,-31%,1%,3.1%,

# High-throughput results from PubChem.

# These rows are one share of the data, so the mix of outcomes need not match the whole.
